PAFAH2 FP inh: inhibitors of human PAFAH2; AID 492956; Q99487; recombinant PAFAH2, FP-rhodamine activity probe, fluorescence polarization; 340,000 compounds, 0.99% hits; inhibition, % at 3.39 µM;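 active means inhibition above the mean over all tested compounds plus 3 SD, cut at about 30% in these data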;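 further: inhibitors block probe labeling of enzyme so polarization drops; 0% = enzyme with DMSO and 100% = wells lacking PAFAH2 protein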
PAFAH1B2 inh: PAFAH1B2 (human) inhibition; P68402; recombinant PAFAH1B2, FP-rhodamine activity probe, fluorescence polarization; inhibition, % at 3.39 µM; 340,000 compounds, 1.2% hits; AID 492953;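 active means inhibition above the mean of all tested compounds plus 3 SD, cut at about 24% in these data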;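 further: 0% = enzyme with DMSO and 100% = wells lacking PAFAH1B2; many of its hits are not listed in these tables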
LYPLA2 inh: counter-screen for PME1 inhibitors: inhibitors of human LYPLA2; O95372; recombinant LYPLA2, FP-Rh probe fluorescence polarization; inhibition, % at 5.9 µM; 320,000 compounds, 0.38% hits;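 active means inhibition above the screen-wide mean plus 3 SD, limit set per campaign, cut at about 26% in these data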;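 further: 0% = LYPLA2 with DMSO and 100% = wells lacking LYPLA2 enzyme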
Target sequence (O95372 whole entry, looked up): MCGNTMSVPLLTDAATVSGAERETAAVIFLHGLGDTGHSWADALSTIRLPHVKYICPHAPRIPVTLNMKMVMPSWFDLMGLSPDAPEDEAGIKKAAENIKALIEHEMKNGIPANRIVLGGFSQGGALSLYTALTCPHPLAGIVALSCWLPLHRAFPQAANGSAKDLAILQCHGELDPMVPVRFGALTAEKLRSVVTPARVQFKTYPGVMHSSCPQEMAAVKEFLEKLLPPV
GSTO1 inh: blocks human GSTO1 in RBBP9 counter-screen; recombinant GSTO1, activity-based probe fluorescence polarization; inhibition, % at 5.96 µM; 300,000 compounds, 1.1% hits; AID 1974;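 active means inhibition above the campaign mean inhibition plus 3 SD, cut at about 35% in these data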;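 further: 0% = GSTO1-1 with DMSO and 100% = wells lacking GSTO1-1 enzyme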
LYPLA1 inh: counter-screen for PME1 inhibitors: inhibitors of human LYPLA1 | 320,000 compounds, 0.16% hits | O75608 | inhibition, % at 5.9 µM | recombinant LYPLA1, FP-Rh probe fluorescence polarization;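 active means inhibition above the mean of all tested compounds plus 3 SD, set per campaign, cut at about 14% in these data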;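 further: inhibitors block serine hydrolase probe labeling of LYPLA1 so polarization falls; 0% = enzyme with DMSO and 100% = wells lacking LYPLA1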
Target sequence (O75608 whole entry, looked up): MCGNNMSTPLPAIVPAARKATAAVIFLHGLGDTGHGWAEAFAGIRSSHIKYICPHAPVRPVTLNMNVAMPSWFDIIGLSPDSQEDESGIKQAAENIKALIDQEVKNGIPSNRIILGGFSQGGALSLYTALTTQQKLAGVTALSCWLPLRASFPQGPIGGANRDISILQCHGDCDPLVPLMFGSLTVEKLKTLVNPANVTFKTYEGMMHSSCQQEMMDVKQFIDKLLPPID
PME-1 primary: blocks human protein phosphatase methylesterase 1 | Q9Y570 | recombinant PME-1, FP-Rh probe fluorescence polarization | inhibition, % at 5.9 µM | 320,000 compounds, 0.53% hits | AID 2130;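 active means inhibition above the campaign mean of all compounds plus 3 SD, cut at about 26% in these data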;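 further: competitive labeling of PME-1 active site by serine hydrolase directed probe; 0% = PME-1 with DMSO and 100% = wells lacking PME-1 enzyme; inhibitors block probe labeling so polarization falls and inhibition rises; many of its hits are not listed in these tables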
Target sequence (Q9Y570 whole entry, looked up): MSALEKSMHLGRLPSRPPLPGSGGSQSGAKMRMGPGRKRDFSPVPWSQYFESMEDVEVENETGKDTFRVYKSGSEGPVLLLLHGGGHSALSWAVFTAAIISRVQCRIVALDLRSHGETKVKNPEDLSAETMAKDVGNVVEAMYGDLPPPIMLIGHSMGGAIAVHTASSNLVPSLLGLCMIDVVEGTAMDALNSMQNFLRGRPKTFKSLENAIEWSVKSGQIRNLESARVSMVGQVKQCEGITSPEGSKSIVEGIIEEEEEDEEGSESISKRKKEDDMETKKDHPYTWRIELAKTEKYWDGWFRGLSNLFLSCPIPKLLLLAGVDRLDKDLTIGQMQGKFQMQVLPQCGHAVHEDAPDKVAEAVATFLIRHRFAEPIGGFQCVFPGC
PAFAH1B3 FP inh: inhibitors of human PAFAH1B3; Q15102; recombinant PAFAH1B3, FP-rhodamine probe, fluorescence polarization; inhibition, % at 3.39 µM; 340,000 compounds, 0.28% hits;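 active means inhibition above the screen-wide average of all tested compounds plus 3 SD, cut at about 25% in these data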;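 further: 0% = enzyme with DMSO only and 100% = wells lacking PAFAH1B3 protein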
pPAFAH inh: pPAFAH (human) enzyme inhibition | recombinant pPAFAH, FP-rhodamine probe fluorescence polarization | inhibition, % at 3.39 µM | 330,000 compounds, 1.5% hits | AID 463082;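 active means inhibition above the mean inhibition across the screen plus 3 SD, cut at about 25% in these data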;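 further: inhibitors block binding of the rhodamine activity-based probe so polarization drops; 0% = enzyme with DMSO and 100% = wells lacking pPAFAH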
PAD4 inh: blocks human protein arginine deiminase 4. Q9UM07. recombinant PAD4, RCA probe fluorescence polarization. inhibition, % at 6.36 µM. 330,000 compounds, 0.41% hits;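 active means percent inhibition above a cutoff equal to the mean of all tested compounds plus 3 SD, cut at about 15% in these data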;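 further: 0% = PAD4 with RCA probe and DMSO and 100% = probe without PAD4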
* = called active by the depositor; / = no result given. This is a subset (hit frequency here may not be typical).

[1] COc1ccc(N2CCCn3c2nc2c3c(=O)n(CCc3ccccc3)c(=O)n2C)cc1
[2] COP(=O)(CN(Cc1ccccc1)C(=S)Nc1c(C)cccc1C)OC
[3] O=C(Oc1ccc(C(=S)N2CCOCC2)cc1Br)c1cc(Cl)ccc1Cl
[4] O=S1(=O)C=C(SCc2ccc(Cl)c(Cl)c2)Nc2ccccc21
[5] O=[N+]([O-])c1cc([N+](=O)[O-])c(Oc2c(Cl)cccc2Cl)cc1NN1CCCCC1
[6] COCC(=O)Nc1cc(C)cn(Cc2ccc(F)cc2)c1=O
[7] NNC(=O)c1cccc(COc2ccc3c(c2)CCC3)c1
[8] CCOC(=O)C(=O)N1CCC(C(=O)OCC)CC1
assay / entry,1,2,3,4,5,6,7,8
GSTO1 inh,10,10,-6,-9,2,7,2,12
pPAFAH inh,1,3,1,-9,-2,4,-5,1
LYPLA1 inh,-3,3,-4,-11,-1,1,-5,-1
PAFAH2 FP inh,7,7,5,4,2,0,-3,9
LYPLA2 inh,0,4,3,4,-6,1,-11,6
PME-1 primary,-2,3,4,-9,1,-1,-18,7
PAFAH1B3 FP inh,-6,0,0,-1,-1,3,6,2
PAFAH1B2 inh,2,-3,6,3,-2,6,7,7
PAD4 inh,2,2,7,-4,-3,0,-2,5

[9] CC(NC(=O)C1CCC(CNS(=O)(=O)c2ccc3c(c2)C(C)(C)C(=O)N3C)CC1)c1ccccc1 (stereo not given)
[10] Fc1ccc(C2CCCN2Cc2nc(CC3CC3)no2)cc1 (stereo not given)
[11] CCCCOP(=O)(OCCCC)C(O)c1ccc(Br)cc1 (stereo not given)
[12] CCc1ccc(N(C(=O)CNC(=O)c2ccco2)C(C(=O)NC2CCCC2)c2cccnc2)cc1 (stereo not given)
[13] O=C(COC(=O)c1cccc([N+](=O)[O-])c1)NC1CCCC1
[14] COC(=O)c1ccc(N2C(=O)CC(N(C)Cc3ccccc3)C2=O)cc1 (stereo not given)
[15] Cn1c(=O)c2c(SCc3ccccn3)nc(CC(C)(C)C)nc2n(C)c1=O
[16] Cc1ccc(S(=O)(=O)NCC(C)n2cncn2)cc1C (stereo not given)
assay / entry,9,10,11,12,13,14,15,16
GSTO1 inh,6,7,-2,7,2,5,1,2
pPAFAH inh,8,7,1,5,17,-1,6,3
LYPLA1 inh,4,1,4,-2,-2,-2,0,-1
PAFAH2 FP inh,-1,2,3,0,9,3,-2,-11
LYPLA2 inh,3,7,1,-5,-3,-3,-2,0
PME-1 primary,4,9,-3,3,6,-2,2,2
PAFAH1B3 FP inh,-2,8,11,11,6,0,6,7
PAFAH1B2 inh,5,5,5,11,1,3,2,0
PAD4 inh,5,7,-4,-4,0,-2,0,0

[17] CCOc1ccc(NC(=O)CN2C(=O)NC(CCSC)C2=O)cc1 (stereo not given)
[18] COc1cc2c(cc1NC(=O)C(c1ccccc1)c1ccccc1)CCCC2
[19] COc1ccc(CCNC(=O)C2CCN(S(=O)(=O)N3CC(C)CC(C)C3)CC2)cc1OC (stereo not given)
[20] CC(C)(C)C1CCc2onc(C(=O)Nc3ccc(F)cc3F)c2C1 (stereo not given)
[21] CCOC(=O)Cc1ccc2sc(-c3ccccc3)nc2c1
[22] Cc1cccc(COCC(CC(C)C)N2CCN(C(=O)c3ccc(C(F)(F)F)cc3)CCC2=O)c1 (stereo not given)
[23] CCN(CC)CCN(C(=O)c1ccc2c(c1)OCCO2)c1nc2c(Cl)cccc2s1
[24] COc1ccc(CCNC(=O)CSc2nnc(CNC(=O)c3ccccc3F)o2)cc1OC
assay / entry,17,18,19,20,21,22,23,24
GSTO1 inh,10,-3,23,0,6,-1,0,3
pPAFAH inh,6,5,2,-1,4,5,-2,1
LYPLA1 inh,0,-5,1,-3,2,1,0,-4
PAFAH2 FP inh,-14,7,5,-5,-1,-1,6,5
LYPLA2 inh,5,-4,7,-1,-2,-1,7,-10
PME-1 primary,4,-7,7,3,-3,4,5,0
PAFAH1B3 FP inh,3,2,13,-6,3,3,3,0
PAFAH1B2 inh,3,2,7,-4,5,3,8,1
PAD4 inh,-2,-3,2,4,-3,2,1,4

[25] COc1cccc(C2/C(=C(\O)c3ccc4c(c3)OCCO4)C(=O)C(=O)N2CCCn2ccnc2)c1 (stereo not given)
[26] Cc1ccc(S(=O)(=O)N2CCN(C(=O)CSc3nc(N)cc(=O)[nH]3)CC2)c(C)c1
[27] COc1ccc(NC(=O)Cn2c(=O)n(-c3ccccc3)c(=O)c3oc4ccccc4c32)c(OC)c1
[28] CN(NC1OC(=O)c2ccccc21)c1ccccc1[N+](=O)[O-] (stereo not given)
[29] CCn1nc(NC(=O)COC)c2cc3cccc(C)c3nc21
[30] CC1CCN(S(=O)(=O)c2ccc3c(c2)N(CC(=O)NCc2cccnc2)C(=O)CS3)CC1
[31] CN(CC(=O)Nc1ccccc1Cl)C(=O)C1CCN(C(=O)c2ccc(F)cc2)CC1
[32] CCCCN(C)C1CCN(C(=S)Nc2ccc(OCC)cc2)CC1
assay / entry,25,26,27,28,29,30,31,32
GSTO1 inh,4,-4,0,-1,1,-1,/,8
pPAFAH inh,3,5,3,3,5,-6,-10,6
LYPLA1 inh,-1,-1,2,2,-1,-4,-2,3
PAFAH2 FP inh,2,6,2,9,0,8,1,0
LYPLA2 inh,-3,-7,-3,-2,-5,1,-5,4
PME-1 primary,-7,16,3,-2,0,-2,1,-6
PAFAH1B3 FP inh,5,0,-2,11,2,1,-4,-1
PAFAH1B2 inh,0,-2,-2,8,2,3,-1,3
PAD4 inh,-1,-6,-1,-3,-1,0,-5,-4

Down the list, quoted from above:
PME-1 primary, compounds 9 to 18, in order: 4, 9, -3, 3, 6, -2, 2, 2, 4, -7
PAFAH1B3 FP inh, compounds 9 to 18, in order: -2, 8, 11, 11, 6, 0, 6, 7, 3, 2
PAFAH1B2 inh, compounds 9 to 18, in order: 5, 5, 5, 11, 1, 3, 2, 0, 3, 2

Returning to the listing, starting four compounds before the break.
[29] CCn1nc(NC(=O)COC)c2cc3cccc(C)c3nc21
[30] CC1CCN(S(=O)(=O)c2ccc3c(c2)N(CC(=O)NCc2cccnc2)C(=O)CS3)CC1
[31] CN(CC(=O)Nc1ccccc1Cl)C(=O)C1CCN(C(=O)c2ccc(F)cc2)CC1
[32] CCCCN(C)C1CCN(C(=S)Nc2ccc(OCC)cc2)CC1
[33] O=C1CSC(=Nc2cccc(C(=O)O)c2)N1
[34] Cc1ccc(Cc2nnc3n(-c4ccccc4)nc(C(=O)c4ccccc4)n3c2=O)cc1
[35] CC(C)CC(NC(=O)OC(C)(C)C)C(=O)NC(C(=O)N1CCCC1C(N)=O)C(C)C (stereo not given)
[36] CCOc1ccc(C2=Nn3c(nnc3-c3cccnc3)SC2)cc1
[37] COc1ccc(/C=N/Nc2ccc([N+](=O)[O-])cc2)cc1Cn1cc([N+](=O)[O-])cn1
[38] O=C(CC1C(=O)NCCN1Cc1ccccc1C(F)(F)F)NCCn1cccn1 (stereo not given)
[39] COc1ccc(N(CC(=O)N2c3ccccc3CC2C)S(=O)(=O)c2c(C)nn(C)c2C)cc1 (stereo not given)
[40] O=C(Nc1cccnc1)c1ccc2c(c1)OCO2
assay / entry,29,30,31,32,33,34,35,36,37,38,39,40
GSTO1 inh,1,-1,/,8,1,-5,-1,-3,2,6,0,-5
pPAFAH inh,5,-6,-10,6,-1,5,2,-4,4,1,0,0
LYPLA1 inh,-1,-4,-2,3,-5,-8,1,1,-3,2,-5,2
PAFAH2 FP inh,0,8,1,0,-1,5,-4,-2,-3,7,0,9
LYPLA2 inh,-5,1,-5,4,-3,-3,3,-4,5,6,0,7
PME-1 primary,0,-2,1,-6,3,-2,-2,-10,4,5,1,1
PAFAH1B3 FP inh,2,1,-4,-1,9,0,5,12,-8,10,-4,2
PAFAH1B2 inh,2,3,-1,3,5,-1,-1,6,4,4,5,3
PAD4 inh,-1,0,-5,-4,-4,-3,-5,-8,5,-1,3,-3

[41] COC(=O)c1sccc1OCc1cccc(OC)c1
[42] COc1ccc(NC(=O)c2ccccc2NC(=O)NC2CCCCC2)cc1
[43] [O-]/[N+](=C/c1ccco1)c1ccccc1
[44] COCc1nn2c(N)c(C#N)cnc2c1-c1ccccc1
[45] CN(C)S(=O)(=O)c1ccc(C(=O)Nc2cc3c(cc2C(=O)O)OCCCO3)cc1
[46] C/C(=N\NC(=S)NC(C)C)c1ccccc1OC(F)F
[47] Cc1ccc(C(=O)NC2CCN(S(=O)(=O)c3ccccc3F)CC2)cc1
[48] Cc1ccc(C(C(=O)NC2CCCC2)N(C(=O)CCC(=O)Nc2cc(C)on2)c2ccccc2)cc1 (stereo not given)
assay / entry,41,42,43,44,45,46,47,48
GSTO1 inh,-6,0,-1,-1,-2,3,10,12
pPAFAH inh,1,0,2,5,2,1,0,0
LYPLA1 inh,-2,0,-3,-3,0,2,-1,-2
PAFAH2 FP inh,-5,-2,-1,10,10,4,0,2
LYPLA2 inh,3,4,0,-6,-5,1,-1,1
PME-1 primary,-1,4,0,1,18,2,-4,0
PAFAH1B3 FP inh,17,-2,0,3,-2,8,-3,0
PAFAH1B2 inh,-1,-1,3,1,-4,5,-3,2
PAD4 inh,6,1,-1,1,-5,0,-3,2

[49] Cc1noc(C)c1C(=O)OCC(=O)c1c[nH]c2ccccc12
[50] CCN(CC)C(=O)c1scc2c1OCCO2
[51] Cc1ccc(N(Cc2ccc(C(=O)NCC3CCCO3)cc2)S(C)(=O)=O)cc1C (stereo not given)
[52] Cc1ccn2c(=O)nc(SCC(=O)NCc3ccco3)nc2c1
[53] O=C(Nc1ccc2ccccc2n1)c1ccccc1
assay / entry,49,50,51,52,53
GSTO1 inh,0,-1,5,4,3
pPAFAH inh,1,-5,3,4,1
LYPLA1 inh,-1,-1,1,2,-4
PAFAH2 FP inh,-12,7,2,3,1
LYPLA2 inh,7,1,6,1,-2
PME-1 primary,4,-11,-6,-8,-2
PAFAH1B3 FP inh,-2,4,4,10,10
PAFAH1B2 inh,6,3,-2,3,6
PAD4 inh,-1,-5,-1,0,1

Screens (PubChem BioAssay)
